Screening results as filed in PubChem BioAssay.
PI4K2A inh – qHTS for small molecular inhibitors of PI4K2A | Phosphatidylinositol 4-kinase type 2-alpha (Homo sapiens), Q9BTU6 | activity change, negative = inhibition, % at 76.9 µM | AID 1346378, 2018 | 420,000 tested, 0.13% active | purified PI4K2A, ADP-Glo luminescence, 1 h; hits give low values; in the data active = activity change below about -50%; inconclusive = mostly about -30% to -49%;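 also: -100% = wells without enzyme as full effect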
Target sequence (Q9BTU6 whole entry, looked up): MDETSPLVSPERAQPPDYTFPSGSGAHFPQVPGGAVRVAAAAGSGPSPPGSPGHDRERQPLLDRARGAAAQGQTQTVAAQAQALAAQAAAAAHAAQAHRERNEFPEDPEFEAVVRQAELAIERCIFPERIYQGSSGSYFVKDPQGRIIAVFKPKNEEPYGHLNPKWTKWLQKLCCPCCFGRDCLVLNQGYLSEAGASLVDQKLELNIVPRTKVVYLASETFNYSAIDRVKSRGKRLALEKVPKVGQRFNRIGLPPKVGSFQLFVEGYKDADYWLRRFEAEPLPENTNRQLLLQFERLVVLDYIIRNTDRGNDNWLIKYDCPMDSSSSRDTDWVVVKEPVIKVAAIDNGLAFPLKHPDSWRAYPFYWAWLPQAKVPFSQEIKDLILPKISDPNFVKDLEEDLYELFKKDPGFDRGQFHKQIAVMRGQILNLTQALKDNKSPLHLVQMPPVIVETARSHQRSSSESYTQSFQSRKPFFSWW
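Compounds are screened against recombinant PI4K2A using PI as substrate and ATP, the latter dispensed at 300 microM. Reactions run one hour at ambient temperature before ADP-Glo detection; full inhibition defined by wells lacking enzyme.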
HP1b chromo inh – HTS for Inhibitors of HP1-beta Chromodomain Interactions with Methylated Histone Tails; Potency, µM (titrated, usually from 114 µM), for the others: at the highest dose activity change, negative = inhibition, actives largely listed as inhibitors; AlphaScreen HP1-beta / biotin-H3K9me3 peptide binding; 390,000 tested, 0.56% active; AID 540317, 2011; also: potency is read from the fitted curve at half-maximal effect; nearly all actives have a fitted effect of over 70% in size; inactives centre near 23
Target sequence (P83916 whole entry, looked up): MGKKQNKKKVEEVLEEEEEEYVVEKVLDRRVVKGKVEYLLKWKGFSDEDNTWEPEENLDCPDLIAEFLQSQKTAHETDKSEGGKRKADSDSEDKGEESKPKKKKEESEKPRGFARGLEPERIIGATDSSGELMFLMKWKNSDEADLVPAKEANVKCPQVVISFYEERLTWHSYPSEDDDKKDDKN
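AlphaScreen: HP1-beta (50 nM) preformed 30 min with biotin-H3(1-18)K9me3 peptide (50 nM) in PBS pH 7.4, 0.01% Tween-20. Compound added for 30 min at RT, then streptavidin donor/nickel chelate acceptor beads (10 ug/mL) for 30 min.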
Pin1 inh – qHTS Assay to Find Inhibitors of Pin1. 390,000 tested, 0.009% active. Pin1 FP peptide displacement, HiFluor488, 10 min. Potency, µM (top dose mostly 115 µM), inactives show at the highest dose activity, negative = inhibition, hits mostly inhibitors. Peptidyl-prolyl cis-trans isomerase NIMA-interacting 1 (Homo sapiens), Q13526; active = well fitted inhibition curve with a large enough effect in the polarisation, with a control signal flat, not every such curve was filed as active; inconclusive = small, poorly fitted or top-dose-only effect, or effect the other way, or a change in a side signal; inactive = no such curve, though single readings can be large or run the other way; the % refers to the polarisation; also: potency is read from the fitted curve at half-maximal effect; % is scaled to controls: 0 for no effect and ±100 for the full control effect
Target sequence (Q13526 whole entry, looked up): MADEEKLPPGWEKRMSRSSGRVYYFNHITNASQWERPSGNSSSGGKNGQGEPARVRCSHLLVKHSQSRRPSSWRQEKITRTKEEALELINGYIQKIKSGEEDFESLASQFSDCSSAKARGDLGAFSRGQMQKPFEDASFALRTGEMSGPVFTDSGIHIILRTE
JMJD2A Tudor – qHTS Assay for Inhibitors of JMJD2A-Tudor Domain; AID 504339, 2011; AlphaScreen JMJD2A-Tudor / H3K4me3 peptide binding; Potency, µM (highest dose often 114 µM), for inactives: at the top dose activity change, negative = inhibition, actives largely listed as inhibitors; 390,000 tested, 4.4% active; also: potency is read from the fitted curve at half-maximal effect; % is scaled to controls: 0 for no effect and ±100 for the full control effect; nearly all actives have a fitted effect of over 50% in size
The depositor's hits bear a star; ? = inconclusive; . = not tested or not shown; & = joins results of further samples; [ ] = remark or other dose. Unless noted, calls follow the shape of the dose curve; as a rule, active = well fitted inhibition curve with a large enough effect; inconclusive = small, poorly fitted or top-dose-only effect; inactive = no such curve, though single readings can be large or run the other way. An excerpt (hit frequency here may not be typical).

The line under a structure holds: PI4K2A inh | HP1b chromo inh | Pin1 inh | JMJD2A Tudor
> COc1cccc2c1[C@H](/C=C/c1ccccc1)[C@@H]([C@H](O)COC(C)=O)OC2
 : -3.2 | . | . | .
> COC(=O)C1CN(CCc2ccccc2)CCS(=O)(=O)N1Cc1ccc(C)cc1 (centres undefined)
 : 1.9 | . | . | .
> COc1cccc(-c2nnc(SCC(=O)Nc3cccc4ccccc34)n2Cc2ccco2)c1
 : -4.0 | . | . | .
> C=CCN1C(=O)[C@@H](CC(=O)NCCCOCCCC)[C@]2(C(=O)OC)CCCCC=C12
 : -2.3 | . | . | .
> CC(C)CNC(=O)OCc1cn(Cc2cccc(F)c2F)nn1
 : -0.5 | . | . | .
> CC(C)C[C@H](NC1(C(=O)NC2CCCCC2)CCCCC1)C(=O)NCCc1c[nH]c2ccccc12
 : 3.4 | . | . | .
> CCOC(=O)c1cccc(NC(=O)CN(C)S(=O)(=O)c2ccc(F)cc2)c1
 : -3.2 | . | . | .
> COc1ccc(N2C(=O)c3ccccc3NC(=O)C2C(=O)NCCc2ccccc2F)cc1 (centres undefined)
 : 3.6 | . | . | .
> COCCN1C(=O)CSCC1(C)C(=O)Nc1ccc2c(c1)OCCO2 (centres undefined)
 : -1.4 | . | . | .
> O=C(C1CCN(S(=O)(=O)c2ccc3[nH]c(=O)oc3c2)CC1)N1CCCC1
 : 2.7 | . | . | .
> COc1ccc(-c2nnc(SCC(=O)Nc3ccc4cn[nH]c4c3)n2Cc2ccco2)cc1
 : 2.3 | . | . | .
> CCCCN1CCCOc2cc(Br)ccc2S1(=O)=O
 : 3.0 | . | . | .
> COCCCN1C(=O)[C@H](CC(=O)NCc2cccc3ccccc23)[C@]2(C(=O)OC)CCCCC=C12
 : 3.6 | . | . | .
> CC(C)NC(=O)C1(C)CSCC(=O)N1CC(F)(F)F (centres undefined)
 : -2.4 | . | . | .
> O=C(Nc1ccc2[nH]ccc2c1)c1cc(-c2ccc(Cl)cc2)nc2ccccc12
 : -4.6 | . | . | .
> CC(=O)N1CCc2cc(S(=O)(=O)NCCC(=O)N3CCCC3)ccc21
 : 1.9 | . | . | .
> CCCNC(=O)Nc1ccc2c(c1)C(=O)N(C)[C@H]1CC[C@@H](CC(=O)OC)O[C@H]1CO2
 : -5.1 | . | . | .
> CCCC1CCC2(CC1)CCC2OC(=S)Nc1cccc(I)c1 (centres undefined)
 : 5.6 | . | . | .
> CCCC(=O)OC12CCCN(C1)/C(=C/c1ccc(Cl)cc1)C2 (centres undefined)
 : -4.2 | . | . | .
> O=C(Nc1ccc(F)cc1)C(c1cc2ccccc2o1)N1CCN(c2cccc(C(F)(F)F)n2)CC1 (centres undefined)
 : -2.1 | . | . | .
> O=C(NC1CCCCN(Cc2cccc(Cl)c2)C1=O)c1ccc(COc2ccccc2)cc1 (centres undefined)
 : 3.4 | . | . | .
> O=C(NC1CCCCC1)C(c1ccc(C(F)(F)F)cc1)n1c(=O)c(-c2ccco2)nc2ccccc21 (centres undefined)
 : -8.7 | . | . | .
> C[C@H]1C[C@H](O)c2ccsc2S1(=O)=O
 : -1.3 | . | . | .
> COc1ccc2ccccc2c1C=NNC(=O)CN1CCN(Cc2ccccc2)CC1
 : 0.8 | . | . | .
> CC(C)(C)NC(=O)C(c1ccccc1)n1c(=O)c(-c2ccco2)nc2ccccc21 (centres undefined)
 : -10.4 | . | . | .
> COc1ccc(C(C(=O)N(C)C2CCCC2)N(Cc2ccc(F)cc2)C(=O)c2csc3ccc(Cl)cc23)cc1OC (centres undefined)
 : -1.0 | . | . | .
> CCN1CCCCC(NC(=O)c2ccc(C)cc2)C1=O (centres undefined)
 : -0.7 | . | . | .
> CC(C)[C@H](NC(=O)OC(C)(C)C)c1cc(C(=O)N(C)CCN(C)C)c(N)s1
 : 4.0 | . | . | .
> CCOC(=O)C1=NOC(C(=O)Nc2cc(C)cc(C)c2)(C(=O)C2CC2)C1 (centres undefined)
 : 2.2 | . | . | .
> COc1ccc2cccc(CCNC(C)=O)c2c1
 : -3.9 | . | . | .

Single records, from the list above. Order of values: PI4K2A inh | HP1b chromo inh | Pin1 inh | JMJD2A Tudor
`O=C(NC1CCCCC1)C(c1ccc(C(F)(F)F)cc1)n1c(=O)c(-c2ccco2)nc2ccccc21` (centres undefined) is listed with -8.7 | . | . | .
`CCN1CCCCC(NC(=O)c2ccc(C)cc2)C1=O` (centres undefined) is listed with -0.7 | . | . | .

(listing goes on)
The line under a structure holds: PI4K2A inh | HP1b chromo inh | Pin1 inh | JMJD2A Tudor
> CCOC(=O)[C@]12CCCC=C1N(CCC1=CCCCC1)C(=O)[C@H](CC(=O)N1CCN(C(=O)C3CC3)CC1)C2
 : -1.1 | . | . | .
> CCN(CC)c1nc(C)nc2c1nnn2Cc1ccccc1
 : 1.7 | . | . | .
> C=CCN1C(=O)[C@@H](CC(=O)NCCCOC)[C@]2(C(=O)OCC)CCCCC/C=C/12
 : -2.9 | . | . | .
> Cc1ccccc1S(=O)(=O)N1C(c2ccc(Cl)c(Cl)c2)CC=C(C(=O)O)C1c1cccc(Br)c1 (centres undefined)
 : -6.0 | . | . | .
> C=CCOC(=O)C1=C(C)N=c2sc(=C3C(=O)N(CC(=O)O)c4ccccc43)c(=O)n2C1c1ccc(OC)cc1 (centres undefined)
 : -29.1 | . | . | .
> COc1ccc(CNC(=O)O[C@H]2CC[C@@]34CCCN3C(=O)CCC[C@H]4C2)cc1
 : 2.0 | . | . | .
> Cc1ccn2c(NC3CCCCC3)c(-c3ccc(C)o3)nc2c1
 : . | 11.1% | 2.8% | ?
> C[C@@H](C(=O)Nc1ccc2ccccc2c1)[C@H]1C[C@]1(C)[C@H](N)c1ccccc1
 : . | 10.4% | 9.1% | -11.0%
> OC[C@@H]1O[C@H](n2cnc3c(SCc4ccccc4)ncnc32)[C@H](O)[C@H]1O
 : . | 43.7%[activator] | -3.7% | -6.4%
> CCOc1cccc(C2C=C(c3ccc4c(c3)OCO4)NC(c3ccccc3F)N2)c1O (centres undefined)
 : . | 1.7%[57 µM] | 7.7% | ?

Quoted from the listing.
PI4K2A inh, CCN(CC)c1nc(C)nc2c1nnn2Cc1ccccc1 = 1.7
HP1b chromo inh, Cc1ccn2c(NC3CCCCC3)c(-c3ccc(C)o3)nc2c1 = 11.1%
PI4K2A inh, Cc1ccccc1S(=O)(=O)N1C(c2ccc(Cl)c(Cl)c2)CC=C(C(=O)O)C1c1cccc(Br)c1 (centres undefined) = -6.0
PI4K2A inh, COc1ccc(CNC(=O)O[C@H]2CC[C@@]34CCCN3C(=O)CCC[C@H]4C2)cc1 = 2.0
PI4K2A inh, CCOC(=O)[C@]12CCCC=C1N(CCC1=CCCCC1)C(=O)[C@H](CC(=O)N1CCN(C(=O)C3CC3)CC1)C2 = -1.1

Further compounds.
The line under a structure holds: PI4K2A inh | HP1b chromo inh | Pin1 inh | JMJD2A Tudor
> Cc1nc(N2CCN(C)CC2)c2nnn(Cc3ccccc3)c2n1
 : . | 55.0%[activator] | -2.0% | -5.4%
> CCC(C)NC(=O)c1ccc2nc(-c3ccco3)c(-c3ccco3)nc2c1 (centres undefined)
 : . | -23.6%[57 µM] | ? | -33.8%[57.1 µM]
> O=S(=O)(c1nccs1)N1CCN(c2nc(-c3cccs3)nc3ccccc23)CC1
 : . | 36.7% | ? | -18.4%
> CC(=O)Nc1ccn(C2CC3OCC(NC(=O)C(Cc4ccccc4)NC(=O)OC(C)(C)C)C3O2)c(=O)n1 (centres undefined)
 : . | 41.2%[activator] | -3.7% | -20.7%
> CCCN1CNc2c(c(=O)[nH]c(=S)n2CCc2cccc(OC)c2OC)C1
 : . | 32.7% | 3.1% | -8.2%
> CC1(C)CC(=O)C2=C(C1)NC(Nc1nc3ccccc3o1)=NC2c1cccc(F)c1 (centres undefined)
 : . | 27.3%[57 µM] | 2.4% | -6.2%[57.1 µM]
> Clc1ccc(Cn2cc3c(n2)-c2cc4ccccc4n2C3)cc1
 : . | 37.4%[57 µM] | -3.6% | 3.8%[57.1 µM]
> CNC(=O)C1(C(F)(F)F)CC(CCCO)CCCO1 (centres undefined)
 : . | 16.5% | -5.4% | -11.7%
> CCOc1cc(C2Nc3ccccc3C(=O)N2Cc2ccco2)ccc1OCc1ccccc1Cl (centres undefined)
 : . | 11.0%[57 µM] | 67.6%[activator] | -16.9%[57.1 µM]
> O=C(c1ccc2c(=O)n(CC3CCCO3)c(=S)[nH]c2c1)N1CCN(C(=O)c2ccco2)CC1 (centres undefined)
 : . | 56.0%[activator] | ? | ?
> CCCN1CNc2c(c(=O)[nH]c(=S)n2CCc2cc(C)ccc2C)C1
 : . | 22.3% | 0.3% | -20.4%
> CCOc1ccc(S(=O)(=O)N2CCN(c3nc(-c4ccccc4)nc4ccccc34)CC2)cc1
 : . | 17.8% | 0.2% | -20.4%
> COc1ccc(-c2ccc(C3C4C=CCC(C)C4C(=O)N3Cc3ccccc3)c(F)c2)cc1 (centres undefined)
 : . | 25.0% | 9.0% | -12.4%
> COC(=O)C1=C[C@@H](C(=O)OC)C2C3=C(C(=O)[C@@]2(C)NC(=O)c2ccccc2)[C@H](c2ccccc2)[C@@H]2C(=O)N(c4ccccc4)C(=O)[C@@H]2[C@@H]3C1 (some centres undefined)
 : . | 37.7% | -7.3% | -20.7%
> O=C1CC(c2ccccc2)CC2=C1C(c1ccco1)n1nc(C(F)(F)F)nc1N2 (centres undefined)
 : . | 8.1% | -3.3% | -27.7%
> O=C1/C(=C\c2ccc(O)c(O)c2)Oc2c1ccc(O[C@@H]1O[C@H](CO)[C@@H](O)[C@H](O)[C@H]1O)c2O
 : . | -21.0% | ? | ?
> COC(=O)CN1C(=O)[C@@H]2[C@H](C1=O)[C@@H]1CC(C(=O)OC)=C[C@@H](C(=O)OC)C3C1=C(C(=O)[C@]3(C)NC(=O)c1ccccc1)[C@@H]2C (some centres undefined)
 : . | 30.3% | -2.0% | -13.1%
> C=CCN(C(C(=O)OC)C(C)C)S(=O)(=O)C=C (centres undefined)
 : . | 30.3% | -2.4% | 4.1%
> COc1cccc(CNc2nc(Cl)nc3nc[nH]c23)c1
 : . | 29.4%&35.8% | -1.3%&-2.5% | -10.6%&-5.0%
> O=S(=O)(c1ccc2c(c1)OCO2)N1CCN(c2nc(-c3cccs3)nc3ccccc23)CC1
 : . | 30.4% | 2.5% | -9.5%
> COc1ccc(C2/C=C\CN(C(=O)CC(C)(C)C)C(C)C(=O)N2Cc2ccc(F)cc2)cc1 (centres undefined)
 : . | 39.6%[activator] | ? | -13.8%
> Cc1ccc(SCC(CC(C)C)N2CCN(CCc3ccccc3)CCC2=O)cc1 (centres undefined)
 : . | 3.2% | ? | ?
> CCCN1C(=O)c2ccccc2NC1c1ccc(OC)c(COc2ccc([N+](=O)[O-])cc2)c1 (centres undefined)
 : . | 2.7%[57 µM] | -0.5% | -23.1%[57.1 µM]
> O=S(=O)(c1ccc(Br)cc1)N1CCN(c2nc(-c3ccccc3)nc3ccccc23)CC1
 : . | 39.7%[activator] | -2.7% | -20.6%
> COc1ccc(-c2nc(N3CCN(S(=O)(=O)c4ccccc4)CC3)c3ccccc3n2)cc1
 : . | 44.3%[activator] | 4.0% | -15.8%
> Cc1ccccc1OCC(=O)NCC(=O)OCC(=O)c1ccc(-c2ccccc2)cc1
 : . | 10.5%[57 µM] | -1.6% | -0.8%[57.1 µM]
> CC(C)CN1CCC(=O)N(C(CSc2ccc(Br)cc2)c2ccccc2)CC1 (centres undefined)
 : . | 76.1%[activator] | -3.1% | 6.2%
> O=c1oc2ccc(Br)cc2cc1-c1nc2c(s1)CCc1ccccc1-2
 : . | 29.2%[57 µM] | ? | 18.5%[57.1 µM]
> CCCC/C=C/[C@H](C)[C@@](C)(COC(=O)c1ccc(Br)cc1)Cc1ccccc1
 : . | 50.5%[activator] | -5.9% | 11.7%
> Oc1ccccc1C1C=C(c2ccc3c(c2)OCO3)NC(c2cccc(Br)c2)N1 (centres undefined)
 : . | -0.4% | 34.8%[activator] | ?
> O=C1CCCC2=C1C(c1ccc(Cl)cc1)N=C(Nc1nc3ccccc3o1)N2 (centres undefined)
 : . | 18.7%[57 µM] | 5.4% | 11.5%[57.1 µM]
> CCOC(=O)C(CC)Sc1ccc2nnc(-c3ccc(F)cc3)n2n1 (centres undefined)
 : . | 24.9%[57 µM] | -1.3% | 0.8%[57.1 µM]
